# HRas wt GTP bind = modulators of GTP binding to HRas wildtype, primary screen, biochemical, bead-based flow cytometry, multiplex. GST-Ras wt beads, Bodipy-FL-GTP binding; actives lie on both sides. GTP binding activity, % at 10 µM. 190,000 compounds, 0.14% hits. AID 759, 2007;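 active = GTP binding activity at least 20% away from the 100% baseline, either lowered as inhibitor or raised as activator; inconclusive = flagged as likely green fluorescent, judged across all proteins in the well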;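 also: 0% = unlabeled GTP competition control and 100% = no-compound control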
# Target sequence (P01112 whole entry, looked up): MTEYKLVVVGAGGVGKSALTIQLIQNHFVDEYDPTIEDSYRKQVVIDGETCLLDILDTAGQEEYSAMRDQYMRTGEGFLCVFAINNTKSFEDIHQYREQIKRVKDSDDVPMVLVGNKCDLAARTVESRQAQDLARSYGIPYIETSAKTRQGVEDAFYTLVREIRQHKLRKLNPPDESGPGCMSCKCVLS
# Mcl1-Bid inh = Mcl-1/Bid binding inhibitors, primary screen, biochemical, TR-FRET, 1536-well. Induced myeloid leukemia cell differentiation protein Mcl-1 (Homo sapiens), Q07820. TR-FRET Mcl-1/Bid-Dy647 peptide binding. inhibition, % at 21.7 µM. 220,000 compounds, 0.97% hits;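 active = compounds that cut the binding signal by more than half at the single screening dose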;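 also: His-tagged Mcl-1 with europium anti-His antibody binding Bid BH3 peptide; 0% = Mcl-1 plus peptide wells and 100% = peptide-only wells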
# Target sequence (Q07820 whole entry, looked up): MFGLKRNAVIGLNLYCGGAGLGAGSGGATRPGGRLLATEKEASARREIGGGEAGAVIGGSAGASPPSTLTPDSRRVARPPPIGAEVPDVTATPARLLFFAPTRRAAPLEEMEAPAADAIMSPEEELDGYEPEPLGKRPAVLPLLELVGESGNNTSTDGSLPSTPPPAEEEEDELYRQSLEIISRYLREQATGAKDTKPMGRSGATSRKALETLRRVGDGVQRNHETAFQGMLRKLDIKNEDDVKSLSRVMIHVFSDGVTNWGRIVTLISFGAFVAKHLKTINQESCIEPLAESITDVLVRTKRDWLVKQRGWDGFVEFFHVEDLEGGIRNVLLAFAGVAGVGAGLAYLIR
# Pf gamet viab = late stage P. falciparum gametocyte viability inhibitors, primary screen, ATP luminescence, HTS; inhibition, % at 10.9 µM; P. falciparum stage V gametocytes, 24 h; 150,000 compounds, 0.065% hits;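 active = inhibition above the mean plus 3 SD of compounds within the control limits, set per campaign, cut at about 38% in these data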;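 also: 0% = DMSO wells and 100% = medium only without gametocytes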
# Rac1 wt GTP bind = wildtype Rac1 GTP binding modulators, primary screen, biochemical, GST-Rac1 beads, flow cytometry, multiplex | Ras-related C3 botulinum toxin substrate 1 (Homo sapiens), P63000 | fluorescent GTP binding; actives lie on both sides; 0 = cold GTP competed, 100 = untreated | GTP binding activity (% of control), % at 10 µM | 190,000 compounds, 0.27% hits | AID 757, 2007;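 active = GTP binding activity at least 20 points away from the 100% control level, either lower or higher; inconclusive = compound flagged as likely green fluorescent, judged across all proteins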
# RGS8-Gao = RGS8-Galphao binding modulators, primary screen, biochemical, multiplexed bead flow cytometry. 220,000 compounds, 0.34% hits. response (percent of control binding), % at 10 µM. Guanine nucleotide-binding protein G(o) subunit alpha (Homo sapiens), P09471. actives lie on both sides; in the data active = response below about 60% or above about 140%; inactive = in between;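 also: Galphao activated as the GDP aluminium fluoride complex binding bead-coupled RGS8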
# Target sequence (P09471 whole entry, looked up): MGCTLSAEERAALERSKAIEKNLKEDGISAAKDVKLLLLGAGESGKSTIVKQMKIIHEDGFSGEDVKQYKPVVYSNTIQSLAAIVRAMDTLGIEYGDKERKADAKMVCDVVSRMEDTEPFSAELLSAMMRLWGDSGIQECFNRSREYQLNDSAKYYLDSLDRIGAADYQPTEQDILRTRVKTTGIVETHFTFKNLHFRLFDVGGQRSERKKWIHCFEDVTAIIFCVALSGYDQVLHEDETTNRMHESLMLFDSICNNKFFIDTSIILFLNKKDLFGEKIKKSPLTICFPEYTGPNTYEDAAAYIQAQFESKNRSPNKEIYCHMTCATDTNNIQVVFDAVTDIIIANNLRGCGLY
# Rac1 mut GTP = GTP binding modulators of activated mutant Rac1, primary screen, biochemical, bead-based flow cytometry, multiplex, fluorescent GTP; percent activity (GTP binding), % at 10 µM; 190,000 compounds, 0.11% hits; Ras-related C3 botulinum toxin substrate 1 (Homo sapiens), P63000; GST-Rac1 activated beads; actives lie on both sides; 100% means binding = to untreated wells;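 active = GTP binding at least 20 percentage points away from the 100% baseline, in either direction, so actives lie on both sides; inconclusive = Compound likely fluorescent itself, or too few beads counted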
# Rab7 wt modul = modulators of GTP binding to Rab7, primary screen, biochemical, wildtype, multiplex bead flow cytometry; GST-Rab7 beads, fluorescent GTP binding; actives lie on both sides; untreated = 100%, excess cold GTP = 0%; GTP binding activity (percent of control), % at 10 µM; 190,000 compounds, 0.055% hits; AID 758, 2007;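 active = fluorescent GTP binding to Rab7 beads changed by at least 20 points from the 100% baseline, either direction, mostly lower; inconclusive = compound itself probably fluorescent, or too few beads counted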;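 also: median green fluorescence of bound Bodipy-FL-GTP per Rab7 bead population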
# Bim-Mcl-1 = inhibitors of Bim peptide binding to Mcl-1, primary screen, biochemical, bead-based flow cytometry, multiplex. Bim peptide-Mcl-1 binding. inhibition, % at 10 µM. 190,000 compounds, 0.1% hits; in the data active = inhibition above about 40%;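 also: 0% = no compound tracer wells and 100% = peptide blocker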
# Rab2A wt mod = modulators of GTP binding to Rab2A wildtype, primary screen, biochemical, dog, bead-based flow cytometry, multiplex | 190,000 compounds, 0.19% hits | GST-Rab2 wt beads, Bodipy-GTP binding | GTP binding activity, % at 10 µM;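 active = GTP binding activity at least 20 points away from 100%, either lowered or raised; inconclusive = signal likely due to the compound's own green fluorescence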;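 also: 0% = beads with excess unlabeled GTP and 100% = no-compound control corrected for plate trend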
# Cdc42 wt GTP = modulators of GTP binding to wildtype Cdc42, primary screen, biochemical, multiplex bead flow cytometry, Bodipy-GTP | Cell division control protein 42 homolog (Homo sapiens), P60953 | GST-Cdc42 beads; actives lie on both sides | percent activity (GTP binding), % at 10 µM | 190,000 compounds, 0.2% hits;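 active = percent activity GTP binding at least 20 points away from the 100% baseline, either down as inhibitor or up as activator; inconclusive = compound flagged as likely green fluorescent from well-wide comparison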;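 also: median bead fluorescence of bound Bodipy-FL-GTP at 100 nM; 0% = excess unlabeled GTP control and 100% = no compound control; below 100% means less GTP binding so inhibitor and above means activator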
# Mcl1 Noxa PPI = Mcl-1/Noxa binding inhibitors, primary screen, biochemical, TR-FRET, 1536-well. Induced myeloid leukemia cell differentiation protein Mcl-1 (Homo sapiens), Q07820. TR-FRET Mcl-1/Noxa peptide binding, 2 h. inhibition, % at 21.7 µM. 220,000 compounds, 1.5% hits. AID 1022, 2008;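 active = compounds that cut the protein-peptide binding signal by more than 50% relative to plate controls in a single-dose test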;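 also: His-tagged Mcl-1 with rhodamine Noxa BH3 peptide and terbium anti-His antibody; 0% = Mcl-1 plus Noxa peptide wells and 100% = peptide-only wells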
# The depositor's hits bear a star; u = inconclusive; x = no result given. Rows are unselected. About 2.9% of those tested had a hit in this group.
SMILES,HRas wt GTP bind,Mcl1-Bid inh,Pf gamet viab,Rac1 wt GTP bind,RGS8-Gao,Rac1 mut GTP,Rab7 wt modul,Bim-Mcl-1,Rab2A wt mod,Cdc42 wt GTP,Mcl1 Noxa PPI
CCOC(=O)c1[nH]c2ccc(OC)cc2c1NC(=O)c1ccc(OC)c(OC)c1,95,-8,24,99,120,95,94,-2,98,94,8
COCCSc1nnc(NC(=O)Cc2ccc(OC)cc2)s1,97,-18,-16,99,96,95,101,-1,99,96,2
c1ccc(N2CCN(C3CCSC3)CC2)cc1 (stereo unspecified),99,17,-2,99,102,96,98,0,97,99,14
O=C(CSc1nnc(NC(=O)c2ccco2)s1)Nc1ccccc1,98,-28,11,96,99,95,102,-3,100,94,5
O=C(O)c1cc(-c2c[nH]c3ccccc23)nc2ccc3ccccc3c12,92,-25,-5,92,103,89,90,-3,89,90,16
Cc1cccc(NC(=O)CSc2nc3[nH]ncc3c(=O)n2-c2ccccc2)c1,98,-20,x,104,103,100,97,0,98,101,12
CC(=O)N/C(=C\c1ccc(C)cc1)C(=O)O,92,-26,1,96,97,93,96,0,97,94,-1
CC(=O)NC1=NN(C(C)=O)C(C)(CC(=O)OC(C)(C)C)S1 (stereo unspecified),91,-7,-27,93,102,89,95,-2,92,93,13
O=C(CCC(=O)OCC(=O)c1ccc(Br)cc1)Nc1cccc2cccnc12,95,12,21,95,99,95,99,0,97,96,27
COCCOC(=O)c1c(NC(=O)CNCc2ccco2)sc(C(N)=O)c1C,102,-36,-10,103,99,98,104,-1,99,99,14
Cc1ccc2c(CC(=O)NC3=NCCS3)coc2c1,106,-18,3,105,103,100,97,-1,105,109,15
CC(=O)c1cn(CC(=O)NCc2cccnc2)c2ccccc12,99,-26,x,101,94,96,97,-3,99,98,2
CC(=O)c1ccc(OCC(O)CN2CCOCC2)cc1 (stereo unspecified),101,11,x,116,112,107,104,-2,97,106,64*
COc1ccc(/C=C(\CC(=O)O)c2nc3ccccc3s2)cc1O,93,-3,6,97,100,92,95,0,94,95,25
CCOc1ccc(S(=O)(=O)NC2CC2)cc1C(N)=O,99,-17,x,98,103,97,104,-2,101,99,-4
COc1cc(C2CC(=O)c3c(O)cc(O)cc3O2)ccc1O (stereo unspecified),97,-6,x,97,100,93,104,-5,98,95,8
CCN1/C(=C\C=C2\C(=O)N(C)C(=S)N2C)Sc2ccccc21,83,-30,12,88,95,88,93,-4,94,97,30
CCc1cc(=S)n2c([nH]c3ccccc32)c1C#N,94,-44,x,96,102,91,101,-2,94,94,29
CCN1C(=O)/C(=C\N(C)C)S/C1=N\S(=O)(=O)c1ccccc1,97,-18,-30,98,100,97,96,4,96,99,12
CCOc1ccc(C(=O)Nc2cc(NC(=O)c3ccc(OCC)c(Cl)c3)cc(C(=O)O)c2)cc1Cl,87,5,7,89,102,86,92,-2,87,88,84*
CCc1nc2sc3c(O)cc(=O)[nH]c3c2cc1C,94,-27,-5,97,104,94,101,-4,98,93,16
O=C(O)CCN1C(=O)C2CCCCC2C1=O (stereo unspecified),102,-29,x,107,102,101,98,-7,101,103,-2
Cc1cccc(CCNC(=O)c2cc(=O)[nH]c3ccc(Br)cc23)c1,99,-15,x,104,101,98,100,-6,100,101,-12
CCS(=O)(=O)N1CCCC(C(=O)NC2CCCC2)C1 (stereo unspecified),103,-13,x,103,101,100,102,-1,105,105,3
O=C(NCc1cccs1)C(Cc1ccccc1)NS(=O)(=O)c1cccs1 (stereo unspecified),104,-13,x,109,101,99,98,11,104,102,-17

# Some of these compounds in order of the Rab2A wt mod value, smallest number first.
structure | Rab2A wt mod
O=C(O)c1cc(-c2c[nH]c3ccccc23)nc2ccc3ccccc3c12 | 89
CC(=O)NC1=NN(C(C)=O)C(C)(CC(=O)OC(C)(C)C)S1 (stereo unspecified) | 92
CCc1cc(=S)n2c([nH]c3ccccc32)c1C#N | 94
O=C(CCC(=O)OCC(=O)c1ccc(Br)cc1)Nc1cccc2cccnc12 | 97
CCOC(=O)c1[nH]c2ccc(OC)cc2c1NC(=O)c1ccc(OC)c(OC)c1 | 98

# Reformatted: four of the compounds above.
# Below each compound – HRas wt GTP bind, Mcl1-Bid inh, Pf gamet viab, Rac1 wt GTP bind, RGS8-Gao, Rac1 mut GTP, Rab7 wt modul, Bim-Mcl-1, Rab2A wt mod, Cdc42 wt GTP, Mcl1 Noxa PPI
CCN1C(=O)/C(=C\N(C)C)S/C1=N\S(=O)(=O)c1ccccc1
→ 97, -18, -30, 98, 100, 97, 96, 4, 96, 99, 12
CCOc1ccc(C(=O)Nc2cc(NC(=O)c3ccc(OCC)c(Cl)c3)cc(C(=O)O)c2)cc1Cl
→ 87, 5, 7, 89, 102, 86, 92, -2, 87, 88, 84*
CCc1nc2sc3c(O)cc(=O)[nH]c3c2cc1C
→ 94, -27, -5, 97, 104, 94, 101, -4, 98, 93, 16
O=C(O)CCN1C(=O)C2CCCCC2C1=O (stereo unspecified)
→ 102, -29, x, 107, 102, 101, 98, -7, 101, 103, -2

# The list goes on:
SMILES,HRas wt GTP bind,Mcl1-Bid inh,Pf gamet viab,Rac1 wt GTP bind,RGS8-Gao,Rac1 mut GTP,Rab7 wt modul,Bim-Mcl-1,Rab2A wt mod,Cdc42 wt GTP,Mcl1 Noxa PPI
O=C(Nc1ccc(N2CCOCC2)cc1N1CCOCC1)c1cccs1,101,-87,-28,103,106,95,101,0,101,100,9
O=C(NN1C(=O)C2C(C1=O)C1C=CC2C12CC2)c1ccncc1 (stereo unspecified),u,0,x,u,98,u,u,-3,u,u,6
COc1ccc(N(CC(=O)Nc2ccc(S(=O)(=O)N3CCCCC3)cc2)S(C)(=O)=O)cc1OC,101,-10,18,105,100,100,99,-2,104,104,-10
CCCCCCCCC(=O)N/N=C(\C)c1ccc(O)cc1O,98,-39,x,99,77,98,107,0,101,100,4
Cc1cc(NC(=S)NC(=O)CC(C)C)ccc1Br,102,-3,x,106,101,100,99,-2,102,103,11
CCN(CC)S(=O)(=O)c1ccc(N=Cc2c(C)c(C#N)c(=O)n(C)c2O)cc1,97,-6,14,101,100,95,99,-4,95,100,10
CCOc1ccc(N(CC(=O)O)S(=O)(=O)c2ccc(OC)c(OC)c2)cc1,109,6,x,106,100,99,104,1,108,109,18
COc1ccc(C(=O)n2nnc3ccccc32)cc1Br,93,-6,x,89,99,89,94,-2,92,89,15
Cc1[nH]c(C(=O)O)c(C)c1C(=O)OC(C)C,100,-18,x,103,99,100,99,-2,98,101,8
Cn1nc(CSc2ccccc2)c(C=O)c1Cl,100,-19,0,99,103,95,102,0,99,99,6
Cc1ccccc1OCCCC(=O)NCc1ccco1,103,2,x,103,99,103,102,7,104,107,13
Cn1c(=O)c2c(nc(Cl)n2CC(=O)N2CCCCC2)n(C)c1=O,98,-17,-8,97,105,93,102,-2,102,100,3
O=C(CCCN1C(=O)/C(=C\c2cccs2)SC1=S)NNC(=O)c1ccncc1,102,-3,-1,101,96,97,110,-3,99,101,-5
O=C(CCN1C(=O)C2C3C=CC(C3)C2C1=O)NCCc1ccccc1Cl (stereo unspecified),102,-10,x,102,98,98,100,0,99,102,20
O=C(CN1CCCCC1)Nc1ccc(N2CCCCCC2)cc1,92,28,1,89,106,86,103,0,91,89,67*
CCCN(CCC)CC(O)CN(c1ccccc1)S(=O)(=O)c1ccc(C)cc1 (stereo unspecified),103,1,-15,102,102,99,104,-3,102,105,-17
C=CCn1c(Cc2ccc(OC(C)C)c(Cl)c2)nnc1SCC(N)=O,103,-37,10,107,96,105,100,-1,104,105,-3
COc1ccc(C2CC(C(F)(F)F)n3nc(C(=O)Nc4c(C)n(C)n(-c5ccccc5)c4=O)c(Cl)c3N2)cc1 (stereo unspecified),98,-13,x,102,104,98,97,-5,96,100,16
CN(c1ccccc1C(=O)N1CCc2ccccc2C1)S(C)(=O)=O,100,-7,-14,100,99,99,100,2,101,103,-7
CCN(Cc1ccccc1)C(=O)c1c[nH]c2ccc(S(=O)(=O)N(C)CCC#N)cc2c1=O,100,3,x,105,101,99,101,-3,98,99,20
CC(=O)N/C(=N\OCc1ccccc1Cl)c1nonc1NC(C)=O,100,-27,-16,100,100,102,104,-1,98,104,12
Cc1ccc(Nc2c(-c3ccc(N4CCOCC4)cc3)nc3ncccn23)cc1C,101,2,x,104,x,97,99,-5,101,103,19
COC(=O)c1ccc(NC(=O)c2ccccc2)o1,101,-23,18,100,94,97,101,-1,100,99,-5
CCCCOc1ccc([N+](=O)[O-])cc1C(=O)O,95,34,19,99,102,94,93,-8,95,95,7
Cc1cc(N)n(-c2ncnc3scc(-c4ccccc4)c23)n1,106,-60,-13,104,99,101,102,0,102,104,17
CC1(C)Cc2c(c(-c3ccccc3)nc3[nH][nH]c(=O)c23)CO1,107,-9,7,106,96,102,105,-4,107,104,-3
COc1ccc(OC)c(C2=NOC(C(=O)NCCN3CCOCC3)C2)c1 (stereo unspecified),101,-22,x,102,97,101,100,-2,100,104,-2

# Shown with each value named: entries from further up.
> Cn1nc(CSc2ccccc2)c(C=O)c1Cl
  HRas wt GTP bind: 100
  Mcl1-Bid inh: -19
  Pf gamet viab: 0
  Rac1 wt GTP bind: 99
  RGS8-Gao: 103
  Rac1 mut GTP: 95
  Rab7 wt modul: 102
  Bim-Mcl-1: 0
  Rab2A wt mod: 99
  Cdc42 wt GTP: 99
  Mcl1 Noxa PPI: 6

> Cc1ccccc1OCCCC(=O)NCc1ccco1
  HRas wt GTP bind: 103
  Mcl1-Bid inh: 2
  Pf gamet viab: x
  Rac1 wt GTP bind: 103
  RGS8-Gao: 99
  Rac1 mut GTP: 103
  Rab7 wt modul: 102
  Bim-Mcl-1: 7
  Rab2A wt mod: 104
  Cdc42 wt GTP: 107
  Mcl1 Noxa PPI: 13

# Source: PubChem BioAssay (several laboratories)
